Screening data deposited in PubChem by NMMLSC.
GSH bead fluor: compound fluorescence on glutathione beads, profiling panel, artefact control, biophysical, 488/530 nm, flow cytometry. GSH beads flow cytometry, compound fluorescence 488/530 nm; stronger effect = higher value. fluorescence (KMESF) at 10 µM. 190,000 compounds, 0.25% hits; in the data active = fluorescence above about 89;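 note: glutathione beads carrying GST-tagged Bcl family fusion proteins plus one bare bead set; values are compound well signal with DMSO vehicle wells as background; inactives centre near 16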
ABCG2 inh: ABCG2 efflux pump inhibitors, primary screen, multiplex with ABCB1, IgMXP3 cells, flow cytometry. Broad substrate specificity ATP-binding cassette transporter ABCG2 (Homo sapiens), Q9UNQ0. JC-1 efflux. inhibition, % at 6.6 µM. 190,000 compounds, 0.1% hits. AID 1325, 2008;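 active = inhibition above 80%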;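 note: 0% = DMSO and 100% = nicardipine control wells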
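material = IgMXP3 (ABCG2) plus far-red-tagged CCRF-Adr (ABCB1) cells | amount = 3 million cells/mL, equal mix of both lines | also added = JC-1 transporter substrate | dosing = one concentration, 6.6 µM final | schedule = 10 min at 25 °C | measured by = flow cytometric JC-1 green MFI at 530 nm | read-out basis = percent efflux inhibition, scaled nicardipine 100% to DMSO 0%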
RGS4-Gao reg: modulators of RGS4 binding to Galphao, primary screen, biochemical, multiplexed bead flow cytometry; Guanine nucleotide-binding protein G(o) subunit alpha (Homo sapiens), P09471; 220,000 compounds, 0.33% hits; actives lie on both sides; binding response (% of control), % at 10 µM; AID 1415, 2008; in the data active = binding response below about 49% or above about 150%; inactive = in between;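 note: fluorescent Galphao activated with aluminum fluoride binding bead-coupled RGS4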
Target sequence (P09471 whole entry, looked up): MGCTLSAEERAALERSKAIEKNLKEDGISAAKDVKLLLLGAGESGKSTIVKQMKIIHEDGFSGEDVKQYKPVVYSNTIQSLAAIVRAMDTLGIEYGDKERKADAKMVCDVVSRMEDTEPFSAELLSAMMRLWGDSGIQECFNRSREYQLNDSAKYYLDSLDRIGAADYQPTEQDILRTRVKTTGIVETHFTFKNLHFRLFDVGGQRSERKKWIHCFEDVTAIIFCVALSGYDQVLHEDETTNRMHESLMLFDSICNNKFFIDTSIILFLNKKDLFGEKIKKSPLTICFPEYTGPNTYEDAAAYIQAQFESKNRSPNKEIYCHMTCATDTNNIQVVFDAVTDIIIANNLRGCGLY
RGS8-Gao: RGS8-Galphao binding modulators, primary screen, biochemical, multiplexed bead flow cytometry | 220,000 compounds, 0.34% hits | actives lie on both sides | AID 1423, 2008 | response (percent of control binding), % at 10 µM | Guanine nucleotide-binding protein G(o) subunit alpha (Homo sapiens), P09471; in the data active = response below about 60% or above about 140%; inactive = in between;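 note: Galphao activated as the GDP aluminium fluoride complex binding bead-coupled RGS8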
Bim-Bcl-W: inhibitors of Bim binding to Bcl-W, primary screen, biochemical, multiplexed, bead-based flow cytometry | Bcl-2-like protein 2 (Homo sapiens), Q92843 | Bim peptide-Bcl-W binding | inhibition, % at 10 µM | 190,000 compounds, 0.02% hits | AID 952, 2007;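 note: 0% = bound tracer without compound and 100% = peptide blocker; higher means less fluorescent Bim peptide bound to Bcl-W beads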
Target sequence (Q92843 whole entry, looked up): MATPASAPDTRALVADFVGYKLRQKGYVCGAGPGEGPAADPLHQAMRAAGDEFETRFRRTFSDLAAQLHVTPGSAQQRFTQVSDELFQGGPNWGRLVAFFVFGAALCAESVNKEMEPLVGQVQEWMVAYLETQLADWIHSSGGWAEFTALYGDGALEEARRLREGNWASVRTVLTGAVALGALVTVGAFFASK
ABCB1 inh: ABCB1 efflux pump inhibitors, primary screen, cell-based, multiplex, flow cytometry, ABCG2 counter-screen; ATP-dependent translocase ABCB1 (Homo sapiens), P08183; CCRF-Adr cells, JC-1 efflux; inhibition, % at 6.6 µM; 190,000 compounds, 0.067% hits; in the data active = inhibition above about 40%;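 note: 0% = vehicle and 100% = reference inhibitor; higher value means more JC-1 retained so stronger ABCB1 efflux block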
Bcl-2 Bim block: inhibitors of Bim-Bcl-2 binding, primary screen, biochemical, multiplexed, human Bcl-2 family | Apoptosis regulator Bcl-2 (Homo sapiens), P10415 | Bead-based flow cytometry, Bim peptide-Bcl-2 binding | inhibition, % at 10 µM | 190,000 compounds, 0.06% hits | AID 950, 2007; in the data active = inhibition above about 40%; inconclusive = no clear call, values can overlap the other calls;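 note: 0% = no compound wells with probe peptide and 100% = reference peptide inhibitor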
Target sequence (P10415 whole entry, looked up): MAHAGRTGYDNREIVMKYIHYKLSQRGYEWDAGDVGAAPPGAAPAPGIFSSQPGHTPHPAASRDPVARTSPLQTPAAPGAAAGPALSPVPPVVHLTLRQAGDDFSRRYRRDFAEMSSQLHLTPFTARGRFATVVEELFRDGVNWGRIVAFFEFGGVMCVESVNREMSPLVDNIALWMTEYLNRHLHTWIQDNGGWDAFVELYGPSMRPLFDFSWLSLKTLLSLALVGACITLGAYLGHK
Bcl-B Bim block: inhibitors of Bim-Bcl-B binding, primary screen, biochemical, multiplexed, human Bcl-2 family | Bcl-2-like protein 10 (Homo sapiens), Q9HD36 | bead-based flow cytometry, Bim peptide-Bcl-B binding | inhibition, % at 10 µM | 190,000 compounds, 0.073% hits | AID 951, 2007;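 note: 0% = tracer peptide without compound and 100% = reference inhibitor peptide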
RGS7-Gao reg: RGS7-Galphao binding modulators, primary screen, biochemical, multiplexed bead flow cytometry; actives lie on both sides; binding response (% of control), % at 10 µM; 220,000 compounds, 0.35% hits; AID 1439, 2008; in the data active = binding response below about 49% or above about 150%; inconclusive = no clear call, values can overlap the other calls; inactive = in between;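 note: fluorescent Galphao held in activated GDP-AlF4 state binding bead-coupled RGS7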
Bim-Bfl-1: inhibitors of Bim binding to Bfl-1, primary screen, biochemical, multiplexed, bead-based flow cytometry; Bcl-2-related protein A1 (Homo sapiens), Q16548; Bim-Bfl-1 binding inhibition; inhibition, % at 10 µM; 190,000 compounds, 0.12% hits; AID 1008, 2008;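 note: 0% = wells without compound plus tracer and 100% = blocker peptide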
Bim-Bcl-XL: inhibitors of Bim-Bcl-XL binding, primary screen, biochemical, multiplexed, bead flow cytometry, human Bcl-XL; Bcl-2-like protein 1 (Homo sapiens), Q07817; Bim peptide-Bcl-XL binding, fluorescence; inhibition, % at 10 µM; 190,000 compounds, 0.04% hits
Target sequence (Q07817 whole entry, looked up): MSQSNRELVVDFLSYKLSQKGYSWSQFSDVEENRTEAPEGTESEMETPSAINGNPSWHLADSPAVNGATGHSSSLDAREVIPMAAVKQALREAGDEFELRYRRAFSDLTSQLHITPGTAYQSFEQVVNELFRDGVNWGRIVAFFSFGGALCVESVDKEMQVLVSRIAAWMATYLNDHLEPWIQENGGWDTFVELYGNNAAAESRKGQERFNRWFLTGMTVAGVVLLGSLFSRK
* hit, by the source's call; u = inconclusive. Cut-off read from the data, not from the text of the source, unless noted: active = inhibition above about 40%.

SMILES	GSH bead fluor	ABCG2 inh	RGS4-Gao reg	RGS8-Gao	Bim-Bcl-W	ABCB1 inh	Bcl-2 Bim block	Bcl-B Bim block	RGS7-Gao reg	Bim-Bfl-1	Bim-Bcl-XL
O=C(CSc1ncn[nH]1)N1N=C(c2ccc(Cl)cc2)CC1c1ccco1 (stereo not given)	15	1	97	97	-2	0.0	0	-3	98	-3	-3
Cc1sc(NC(=O)CN2CCOCC2)nc1-c1ccc2c(c1)CCN2S(=O)(=O)c1ccccc1	14	5	91	96	1	5.2	2	2	82	4	2
COc1ccc(C(=O)CSc2nnc(-c3ccc(C)cc3)o2)cc1	33	21	103	103	-3	-0.1	-14	-12	102	-21	-10
Cc1cnc(CN(C)C(=O)c2cc(COc3c(F)cccc3F)on2)[nH]1	15	9	117	111	-5	1.5	-2	-3	116	2	-5
O=C(NCCN1CCOCC1)NC1(C(F)(F)F)Oc2ccccc2O1	25	-1	100	99	-4	0.0	-1	-6	98	-4	-11
O=C(O)c1ccc(CN(c2ccccn2)S(=O)(=O)c2ccccc2)cc1	12	1	101	100	-2	0.1	-1	1	102	-1	0
Cc1ccnc(SCC(=O)N2CCCc3ccccc32)n1	13	1	99	97	0	0.1	-1	-5	95	-7	-3
COc1ccc(N2C(=O)CCC2(C#N)c2ccc(Br)cc2)cc1 (stereo not given)	31	11	103	101	3	1.4	1	2	101	4	6
CCCn1nc(C(=O)OCn2nnc3ccccc3c2=O)c2ccccc2c1=O	11	12	103	102	-3	2.4	-9	-11	103	-14	-6
CCOC(=O)c1csc(NC(=O)c2ccc(S(=O)(=O)N(C)C)cc2)n1	8	2	112	105	-1	0.3	-1	0	103	-1	0
O=C(C1CCCN1S(=O)(=O)c1ccc(Cl)c(Cl)c1)N1CCOCC1 (stereo not given)	20	5	100	101	-1	0.5	-9	-3	100	-14	-5
O=C(COC(=O)/C=C/c1ccc(Cl)cc1)Nc1ccc2c(c1)OCCO2	11	8	97	99	-3	0.6	-6	-7	101	-16	-7
CCOC(=O)CCCCC(=O)NC(CO)C(=O)NC (stereo not given)	10	0	98	94	3	0.1	-5	-2	98	-10	-1
NC(=O)C1CCN(C(=O)N2c3ccccc3Sc3ccccc32)CC1	20	0	101	99	-3	0.2	-4	-4	99	0	-1
CC(NC(=O)c1cc(-c2ccccc2)nc2ccccc12)C1CCCO1 (stereo not given)	22	2	103	102	5	0.5	3	0	97	0	5
CCOc1ccc(Oc2c(/C=N/NC(C)=O)c(C)nn2-c2ccccc2)cc1	17	10	100	99	-8	2.8	-1	-10	95	-14	-6
CCOc1ccc(OCC)c(NC(=O)CCn2cccc2)c1	13	29	99	103	2	0.6	-9	-8	99	-7	-8
CCOC(=O)c1nn(-c2ccccc2F)c(C)c1C(C)=O	9	1	96	95	-1	0.1	1	2	96	1	-2
Cc1ccc(C)c(NC(=O)CSc2nnc(CCNC(=O)OC(C)(C)C)o2)c1	8	2	111	110	1	0.7	0	0	107	0	0
Cc1ccc(-c2cc(C(=O)O)n[nH]2)o1	34	3	99	104	0	0.3	-10	-7	101	-7	-6
COc1cccc(CC(=O)N[C@@H](CCSC)c2nc3ccccc3[nH]2)c1	16	1	104	99	-5	0.4	-4	-4	101	-5	-4
Cc1cccc(C)c1N1C(=O)C2ON(c3ccccc3)C(c3ccncc3)C2C1=O (stereo not given)	35	2	100	101	-2	1.5	-7	-8	102	-8	4
COc1ccc(OC)c(C(O)c2coc3ccc(O)c(CN(C)C)c23)c1 (stereo not given)	13	1	104	104	-3	0.2	-11	-7	106	-9	-2
CC(=O)N1CCN(CC(=O)Nc2cc(S(=O)(=O)N3CCOCC3)ccc2C)CC1	14	1	100	100	0	1.4	-1	-4	u	-6	0
COc1ccc(-c2c(C)nn(Cc3ccccc3)c2N)cc1	16	7	103	101	0	0.9	-2	-2	101	0	-2

In a second layout: two of the compounds above
Order of results – GSH bead fluor	ABCG2 inh	RGS4-Gao reg	RGS8-Gao	Bim-Bcl-W	ABCB1 inh	Bcl-2 Bim block	Bcl-B Bim block	RGS7-Gao reg	Bim-Bfl-1	Bim-Bcl-XL
- COc1ccc(N2C(=O)CCC2(C#N)c2ccc(Br)cc2)cc1 (stereo not given)
 : 31	11	103	101	3	1.4	1	2	101	4	6
- O=C(C1CCCN1S(=O)(=O)c1ccc(Cl)c(Cl)c1)N1CCOCC1 (stereo not given)
 : 20	5	100	101	-1	0.5	-9	-3	100	-14	-5

The list continues:
SMILES	GSH bead fluor	ABCG2 inh	RGS4-Gao reg	RGS8-Gao	Bim-Bcl-W	ABCB1 inh	Bcl-2 Bim block	Bcl-B Bim block	RGS7-Gao reg	Bim-Bfl-1	Bim-Bcl-XL
NS(=O)(=O)c1ccc(NC(=S)NC(=O)c2ccc3c(c2)OCO3)cc1	15	-1	94	98	-6	-1.2	-2	-6	u	2	-10
Cc1cccc(NC(=O)N2CCC(n3nnc4cc(C)ccc43)CC2)c1	12	1	102	105	-4	1.1	-4	-9	103	-8	-3
CCOc1cc2[nH]c(=O)n(Cc3ccc(C(=O)NCCCN4CCCC4=O)cc3)c(=O)c2cc1OCC	10	0	104	99	-1	0.2	-1	-6	107	-3	-1
COc1ccccc1C(=O)NCC(c1cccnc1)N(C)C (stereo not given)	11	1	98	103	-4	0.1	-3	-4	97	-4	-3
O=C(C1CC1)N1CCN=C1SCc1ccccc1Cl	18	-1	99	102	0	-1.1	-8	-6	102	-12	-4
Cc1cc(C)c(NC(=O)c2ccccc2C(=O)c2ccccc2)c(C)c1	9	1	100	102	-5	0.8	-2	-3	98	-6	-3
O=c1c2cc([N+](=O)[O-])ccc2nc(CN2CCN(c3ccccn3)CC2)n1-c1ccccc1F	20	5	102	98	-2	2.8	-2	-6	u	-6	-5
O=C(/C=C\Nc1ccccc1Br)c1ccc2c(c1)OCO2	17	3	90	95	-1	-0.2	-4	-7	108	-2	-3
CCOc1ccccc1-c1cc(C(=O)N/N=C/c2ccc(O)c(OC)c2)c2ccccc2n1	7	1	101	100	0	0.9	1	-2	103	2	-1
Cn1c(SCC(=O)N2c3ccccc3CCc3ccccc32)nnc1-c1cc2ccccc2cc1O	9	3	97	89	-2	1.6	0	-3	95	-3	-1
CC(C)NC(=O)c1onc(CSc2cccc(F)c2)c1C(=O)O	31	3	104	103	1	0.8	-6	-6	116	-12	-9
C=CCNC(=O)CN(c1ccc(F)c(Cl)c1)S(C)(=O)=O	13	53	103	103	0	0.1	-14	-10	107	-11	-6
O=C(NC(NC(=O)c1ccccc1)c1ccccc1)c1ccccc1	6	1	101	101	4	0.2	-3	0	100	-8	-3
CCc1c(C)[nH]n(-c2nc(-c3cccc([N+](=O)[O-])c3)cs2)c1=O	10	-15	101	101	-4	-1.2	1	-4	99	2	-8
CCN(CC)CCN1C(=O)C(=O)/C(=C(/O)c2cnn(-c3ccccc3)c2C)C1c1ccc(C)o1 (stereo not given)	11	0	103	101	-1	0.1	-3	1	103	0	0
O=S1(=O)C=C(SCCN2CCCC2)c2ccccc21	32	-1	103	101	0	0.5	-5	-7	102	-8	-6
COc1cnc(-c2ccccn2)nc1Sc1ccccc1Cl	15	4	107	107	1	0.8	-2	-6	102	-6	2
Cc1cc(C(=O)Nc2ccc(N3CCCC3)c(Cl)c2)ccc1[N+](=O)[O-]	13	1	100	103	0	0.2	-9	-2	101	-12	-1
O=C(Nc1ccc(F)cc1)NC1CCN(Cc2nnnn2Cc2ccco2)CC1	26	83*	102	102	0	1.1	-6	-5	99	-22	-2
O=S(=O)(Nc1ccc2c(c1)OCO2)c1ccccc1	23	2	105	102	0	0.3	-10	-9	102	-11	-6
Cc1ccc(SC(CC(=O)c2ccc(C)cc2)C(=O)O)cc1 (stereo not given)	12	3	104	100	3	-0.6	-5	-4	102	-4	-2
O=C(CSc1nnc(-c2ccccc2)c(-c2ccccc2)n1)N1CCOCC1	8	3	94	99	2	0.6	0	-3	99	-6	-1
O=C(COc1ccccc1Cl)N(Cc1ccco1)C1CCS(=O)(=O)C1 (stereo not given)	24	-1	97	99	0	-0.3	-2	-1	97	-10	-3
CCOc1ccc(C(=O)Nc2ccc(NC(=O)c3ccco3)c(Cl)c2)cc1Cl	11	0	90	103	-12	-0.4	-4	-16	94	0	-5
O=C(O)c1ccc(N/N=C/c2ccc(C(F)(F)F)cc2)cc1	13	2	99	101	0	-0.5	0	-2	97	-2	0

(continued)
SMILES	GSH bead fluor	ABCG2 inh	RGS4-Gao reg	RGS8-Gao	Bim-Bcl-W	ABCB1 inh	Bcl-2 Bim block	Bcl-B Bim block	RGS7-Gao reg	Bim-Bfl-1	Bim-Bcl-XL
COC(=O)c1ccc(NC(=O)COC(=O)c2cccc3c(=O)c(C)c(-c4ccccc4)oc23)cc1	15	5	98	101	-2	1.8	-6	-8	100	-8	-3
COc1ccc(CCn2c(=N)c(C(=O)NCc3ccco3)cc3c(=O)n4cccc(C)c4nc32)cc1	28	-2	87	96	2	-1.8	2	-1	89	-4	3
C=CCn1c(Br)nc2c1c(=O)[nH]c(=O)n2C	58	2	101	101	5	0.4	-2	-3	99	-12	1
Cc1ccc(S(=O)(=O)/N=S(/C)c2ccccc2)cc1 (stereo not given)	23	1	101	99	-4	0.1	-8	-4	103	-15	-2
CCOc1ccc(C(CCc2ccccc2)NC(=O)c2ccccc2)cc1OCC (stereo not given)	11	3	97	100	0	2.1	-15	-10	98	-13	-7
Cc1cc(C)c(S(=O)(=O)N(CC(=O)O)CC(=O)O)c(C)c1	26	0	99	95	5	-0.1	3	0	96	4	2
CCCCC(CC)C(=O)NCCCN1CCN(CCCNC(=O)C(CC)CCCC)CC1 (stereo not given)	41	0	102	103	1	0.0	-4	-6	100	-10	-11
COc1ccc(/C=C(/CC(=O)Nc2ccccc2)c2nc3ccccc3s2)cc1	9	-7	76	70	15	-1.2	13	15	74	15	18
Oc1ccc(N=Nc2n[nH]c(-c3ccccc3)n2)cc1	12	-4	91	82	6	-0.9	5	2	87	4	0
CCOC(=O)c1nnc(-c2ccccc2)[nH]c1=O	11	1	106	103	-1	0.2	-2	-4	101	-1	0
O=C(NCCN1CCN(c2ccccc2)CC1)C1CCN(S(=O)(=O)N2CCOCC2)CC1	13	5	101	102	0	1.1	-2	0	103	0	0
C=CCOC(=O)C1=C(C)Nc2ncnn2C1c1cc(Br)ccc1F (stereo not given)	16	3	101	102	0	0.6	2	0	102	2	-1
